Compound activity: PubChem, National Center for Advancing Translational Sciences (NCATS)
KDM5B inhibitor – blocks human KDM5B histone demethylase activity; KDM5B demethylase, FDH-coupled NADH fluorescence (FDH is formaldehyde dehydrogenase); Potency, µM (top dose mostly 57.7 µM), inactives show top-dose activity change, negative = inhibition, usual class: inhibitors; actives 2.6% (n = 220,000); AID 1347165; Q9UGL1; active = well fitted inhibition curve with a large enough effect; inconclusive = small, poorly fitted or top-dose-only effect; inactive = no such curve, though single readings can be large or run the other way; also: 0% is about no effect; nearly all actives have a fitted effect of over 70% in size
Target sequence (Q9UGL1 whole entry, looked up): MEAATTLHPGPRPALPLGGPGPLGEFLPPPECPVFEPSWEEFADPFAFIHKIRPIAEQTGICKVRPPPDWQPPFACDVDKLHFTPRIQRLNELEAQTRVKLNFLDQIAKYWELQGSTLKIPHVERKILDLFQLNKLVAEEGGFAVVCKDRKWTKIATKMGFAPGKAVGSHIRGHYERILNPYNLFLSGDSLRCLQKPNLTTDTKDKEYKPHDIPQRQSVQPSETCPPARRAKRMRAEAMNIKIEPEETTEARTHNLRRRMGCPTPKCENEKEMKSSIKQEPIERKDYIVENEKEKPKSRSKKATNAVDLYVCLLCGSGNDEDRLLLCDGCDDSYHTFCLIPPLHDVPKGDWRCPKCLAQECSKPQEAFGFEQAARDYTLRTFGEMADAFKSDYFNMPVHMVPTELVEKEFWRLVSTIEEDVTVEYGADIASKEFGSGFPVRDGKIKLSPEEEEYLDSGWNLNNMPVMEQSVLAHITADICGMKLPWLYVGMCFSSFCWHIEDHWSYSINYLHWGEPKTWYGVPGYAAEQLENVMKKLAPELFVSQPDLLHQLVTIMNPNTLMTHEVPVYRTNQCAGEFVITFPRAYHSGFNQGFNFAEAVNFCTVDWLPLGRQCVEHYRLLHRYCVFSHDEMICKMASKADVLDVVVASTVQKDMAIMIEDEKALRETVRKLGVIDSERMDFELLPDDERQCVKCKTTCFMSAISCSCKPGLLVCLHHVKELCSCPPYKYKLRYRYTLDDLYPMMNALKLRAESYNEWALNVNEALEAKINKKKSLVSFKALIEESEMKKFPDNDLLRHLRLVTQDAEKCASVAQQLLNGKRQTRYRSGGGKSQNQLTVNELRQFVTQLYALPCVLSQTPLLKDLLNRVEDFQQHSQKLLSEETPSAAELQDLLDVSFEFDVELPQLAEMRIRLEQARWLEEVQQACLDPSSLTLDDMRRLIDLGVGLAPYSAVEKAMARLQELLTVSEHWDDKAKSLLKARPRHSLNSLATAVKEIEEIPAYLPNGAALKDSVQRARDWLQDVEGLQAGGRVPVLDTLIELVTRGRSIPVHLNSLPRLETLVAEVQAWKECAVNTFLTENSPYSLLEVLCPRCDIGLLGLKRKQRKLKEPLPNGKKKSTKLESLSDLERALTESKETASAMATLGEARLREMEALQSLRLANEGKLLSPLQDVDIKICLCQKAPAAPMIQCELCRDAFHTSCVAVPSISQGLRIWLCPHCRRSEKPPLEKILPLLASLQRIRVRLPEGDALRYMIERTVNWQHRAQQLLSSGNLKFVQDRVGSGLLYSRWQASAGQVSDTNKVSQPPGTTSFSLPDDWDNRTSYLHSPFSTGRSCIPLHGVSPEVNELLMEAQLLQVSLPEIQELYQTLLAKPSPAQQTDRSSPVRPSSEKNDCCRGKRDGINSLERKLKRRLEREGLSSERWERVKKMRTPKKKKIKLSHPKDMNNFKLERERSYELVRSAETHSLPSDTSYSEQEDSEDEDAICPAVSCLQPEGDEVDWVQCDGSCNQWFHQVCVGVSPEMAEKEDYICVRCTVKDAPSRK
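Measured: NADH fluorescence change, 30 min, RT. System: KDM5BΔAP 200 nM final, H3K4me3 peptide, α-KG, Fe(II), ascorbate, NAD⁺ plus FDH, pH 7.5 HEPES. Compounds: titrated, 10 min pre-incubation with enzyme.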
* marks the source's active call; other numbers are inactive results; ? = inconclusive; & = joins results of further samples; [ ] = remark or other dose. Potency is read from the fitted curve at half-maximal effect. The list is partial, so the mix of outcomes need not match the whole.

SMILES | KDM5B inhibitor
CC(=O)N1C[C@@H]2CCCN3CCC[C@@H]([C@H]23)[C@H]1CCCC(=O)NCCC1CCN(C(C)C)CC1 | ?
Cc1ccccc1-c1nc2scc(CCNC(=O)C(=O)Nc3ccc4c(c3)OCCO4)n2n1 | -8%
CCCCCNC(=O)C(=O)C1C(=O)Nc2ccccc21 (stereo not given) | ?
CCOc1cc2[nH]c(=O)n(CCCCCC(=O)NC(C)CC)c(=O)c2cc1OCC (stereo not given) | ?
Cc1ccc(C2NC(=O)N(CC(=O)NCCCc3ccccc3)C3=C2C(=O)OC3)cc1 (stereo not given) | 10%
c1ccc(CN2CCN(c3ncnc4scc(-c5ccccc5)c34)CC2)cc1 | -5%
COc1cccc(-c2nc(CS(=O)(=O)CC(=O)NCc3ccccc3Cl)c(C)o2)c1 | -2%
C(=C\c1ccccc1)/CN1CCN(c2nccc(-c3cccnc3)n2)CC1 | ?
CCCCSCCCNC(=O)C1CCN(Cc2nc(-c3ccc(CC)cc3)oc2C)CC1 | 3%
COCCn1c(Br)nc2c1c(=O)n(C)c(=O)n2C | -7%
CN(CC(=O)Nc1ccc(F)c(F)c1F)C(=O)c1nn(Cc2ccccc2)c(=O)c2ccccc12 | -23%
CCCCc1cc(=O)oc2c(C)c(OCC(=O)NCc3ccccn3)ccc12 | -1%
COc1ccc(C(=O)Oc2ccc(/C=C(\C#N)c3nc4cc(C)c(C)cc4[nH]3)cc2)cc1 | 4%
CN(Cc1ccc(CN2CCCC(O)(CO)C2)o1)S(C)(=O)=O (stereo not given) | -25%
O=S(=O)(Nc1cc(Cl)ccc1-n1cncn1)c1ccc(F)cc1 | 1%
COc1cccc(Cn2c(CNC(=O)C(C)C)nc3cccnc32)c1 | -2%
Cc1oc2ccc(O)c(CN(C)Cc3ccccc3)c2c1C(=O)Nc1cccc(Cl)c1C | ?
O=C(Nc1ccc(NC(=O)c2cc3ccccc3o2)cc1)c1ccccc1 | -26%
Cc1cc(CNC(=O)C2CCCCC2)c2ccccc2n1 | -9%
Cc1ccc(OCC(=O)Nc2ccc3oc(-c4ccccc4F)nc3c2)c(-n2cnnc2)c1 | ?
COC(=O)c1ccc(Oc2c(C)oc3cc(OC(=O)N4CCOCC4)ccc3c2=O)cc1 | 4%
Cc1nc(C)c(CC(=O)N2CCOC(C(F)(F)F)C2)c(=O)[nH]1 (stereo not given) | -16%
CC(=O)OC1=CN(Cc2ccccc2)S(=O)(=O)c2ccccc21 | -8%
Cn1c(=O)c2c(nc(Br)n2CC(=O)c2ccc(F)cc2)n(C)c1=O | 18%
COCCC1(NC(=O)C2CC2)CCN(S(=O)(=O)c2ccccc2)CC1 | 8%
COCCn1c(Cn2cnc(C(C)(C)C)c2)nnc1C1CC(N)C1 (stereo not given) | 70%[activator]
COc1cccc(NC(=O)N2CCN(C(=O)c3cccnc3)[C@@H](C(=O)N[C@H]3CCCNC3=O)C2)c1 | 8%
CN(CC(=O)N1CCCC1)c1nc(-c2ccccc2)nc2ccccc12 | 18%
O=C(NCCc1cccs1)C1CN(S(=O)(=O)C2CC2)CC12CCCCC2 (stereo not given) | -9%
COc1ccc(C2Cn3nnc(C(=O)NCc4ccc(SC)cc4)c3CO2)cc1 (stereo not given) | 5%
Cc1c(Cl)cccc1NC(=O)CSc1nc(=O)[nH]c2c1CCCC2 | -17%
COc1ccc(-c2nc(C3CC3)nc3c2CCN(Cc2ccccc2)CC3)cc1 | ?
COc1ccc(CCC(=O)NC2CCc3nnc(C)n3CC2)cc1OC (stereo not given) | 2%
COCCN1CCC(N2CCN(C(=O)c3cc(C)ccc3C)CC2)C1=O (stereo not given) | -11%
CCOc1ccccc1C1NC(=O)N(CC(=O)NC2CCCC2)C2=C1C(=O)OC2 (stereo not given) | 16%
Cc1ccccc1-c1noc(CSc2nnc(C3CC3)n2-c2ccccc2)n1 | 10%
O=C(Cn1ccc2cc(S(=O)(=O)N3CCCCCC3)ccc21)NCc1ccccc1Cl | -40%
c1ccc(-c2nnc(CN3CCN(c4cnccn4)CC3)o2)cc1 | ?
O=C1C2C3CC(C(Br)C3Br)C2C(=O)N1c1nccs1 (stereo not given) | ?
COc1c(C)cc(C(C(=O)O)N2CCC(CN3CCCC3=O)CC2)cc1C (stereo not given) | -14%
CN(C(=O)CSc1nc2ccccc2n1CC(=O)N(C)C1CCCCC1)c1ccc(F)cc1 | -7%
CCCCCCCC(=O)Nc1c(C)cccc1CC | 33%[activator]
c1ccc(C2=NOC3(CCCN(Cc4cccc5ccccc45)C3)C2)nc1 (stereo not given) | -21%
CCOC(=O)c1ccc(NC(=O)c2nc(SCc3ccc(F)cc3)ncc2Cl)cc1 | -42%
COc1cc(=O)n2c(c1C(=O)NCc1ccccc1C(F)(F)F)CCCC2 | -17%
O=C(NC[C@H]1O[C@@H](CO)[C@@H](O)[C@H]1N1CCc2ccccc2C1)c1ccco1 | ?
CCN=C1NN=C(c2c[nH]c3ccccc23)CS1 | -14%
Cc1ccc(-c2cc(C(=O)Oc3ccccc3)c3cccc(C)c3n2)cc1 | ?
COc1ccc(-n2ccnc(NCc3ccccc3Cl)c2=O)cc1OC | -12%
CC(=O)Nc1ccccc1NC(=O)CCC1CCCC1 | 10%
Cc1ccc(CNC(=O)Nc2cc(C(=O)NCc3ccc(C(C)C)cc3)ccc2N2CCCC2)cc1 | -14%
CC(C)(N)C(=O)N1CCCC(N2CCN(Cc3ccc4c(c3)OCO4)CC2)C1 (stereo not given) | -18%
CC(C)OCCCNc1nc2c(S(=O)(=O)c3ccc(C(C)C)cc3)nnn2c2ccccc12 | -9%[115 µM]
Cc1noc(-c2cn(C3CCCN(C(=O)c4cccc(Cl)c4)C3)nn2)n1 (stereo not given) | -9%
O=C(Nc1ccc2oc(-c3ccc(F)cc3)nc2c1)c1ccccc1 | -20%
Cc1ccc(CC(=O)N[C@@H]2CN(c3ccncn3)C[C@H]2CO)cc1 | -8%
O=C(CCC1CCCC1)N1CCC2(CC1)CC(N(Cc1ccccc1)C1CC1)CCO2 (stereo not given) | 4%
COCc1nc(-c2ccc(OC3CN(C(=O)Nc4cccc(C)c4)C3)cc2)no1 | -12%
CC(C)N1C[C@H](O)C[C@H]1c1nnc2n1CCN(C(=O)CCC1CCCC1)C2 | -8%
CCOC(=O)c1ccc(NC(=O)CCCc2nc(-c3ccccc3Cl)no2)cc1 | -23%

Carrying on:
SMILES | KDM5B inhibitor
COc1ccc(C)cc1NC(=O)c1ccc(NS(=O)(=O)c2cccs2)cc1 | -14%
CC(C)NC(=O)C1CCN(c2nc3ccccc3nc2C(F)(F)F)CC1 | -23%
O=C(O)c1ccc(-c2ccc(OC(F)(F)F)cc2)cc1 | 8%[149 µM]
Cc1ccc(N2CC(C(=O)NC3CCC(C)CC3)CC2=O)cc1 (stereo not given) | 20%
Cc1ccc(-c2nn3c(c2C)NC(=O)CC3C(=O)Nc2ccc3c(c2)OCO3)cc1 (stereo not given) | 13%
O=S(=O)(NC[C@H]1O[C@H](Cc2cc(CN3CCOCC3)on2)CC[C@@H]1O)c1ccccc1 | 1%
O=C(NN1CCOCC1)c1ccn(COc2cccc(Cl)c2Cl)n1 | 18%
Nc1cc(-n2cccc2)ccc1F | -9%
CN1CCN(S(=O)(=O)c2ccc(Br)c3ccccc23)CC1 | 3%
COc1ccc(N2CCN(C(=O)c3cn(C)c4ccc(S(=O)(=O)N5CCOCC5)cc4c3=O)CC2)cc1 | -13%
CC(C)CCN1CCC2(CC1)CC(=O)c1ccc(Cl)cc1O2 | ?
O=C(Nc1ccccc1C(=O)N1CCN(c2ccccc2)CC1)C1CC(=O)N(c2ccc(F)cc2)C1 (stereo not given) | 14%
Cc1ccc(-n2nc(C)c3c(C)cc(=O)n(CC(=O)Nc4ccc(C(C)C)cc4)c32)cc1 | -29%
CN(C)N1C(=O)CC(c2c(F)cccc2Cl)C2=C1CC(C)(C)CC2=O (stereo not given) | 11%
CNC(=O)c1cc2cccnn2n1 | 32µM*
Cc1noc(C)c1CC(=O)N1CCC(CCOc2ccccc2F)C1 (stereo not given) | -9%
O=C(Cn1cc(/C=C2\NC(=O)N(Cc3ccccc3Cl)C2=O)c2ccccc21)N1CCOCC1 | 10%
S=C(Cc1nc(-c2ccc(C3CCCCC3)cc2)cs1)N1CCOCC1 | -9%
Cc1ccc(CN2C(=O)OC(c3cccc(NC(=O)c4cccs4)c3)C2C(=O)NC2CC2)cc1 (stereo not given) | ?
CC(=O)Nc1ccc(NS(=O)(=O)c2ccccc2)c2ccccc12 | 25%
COc1cccc(N2CCN(CC(=O)Nc3ccc(-n4cnnn4)cc3)CC2)c1 | 26%
CC1=C/C(=C(/c2cc(C)c(O)c(Br)c2)c2ccccc2S(=O)(=O)O)C=C(Br)C1=O | -15%
CCOC(=O)N1CCN(C(=O)CNC(=O)c2cc3cc(OC)c(OC)cc3n2C)CC1 | ?
CCNC(=O)CCc1c(C)nn(-c2ccc(F)cc2)c1Oc1ccccc1C | -16%
Cc1ccc(CNC(=O)CSc2nnc(C(=O)Nc3ccc(C)cc3)s2)cc1 | 6%
COc1ccc(-c2cc(N3CCCN(C(=O)c4ccsc4)CC3)n[nH]2)cc1 | -28%
O=C(Cc1cccc(F)c1)N1CCCCCC1c1nnc(-c2ccccc2)o1 (stereo not given) | 5%
O=C(NC1CC(=O)N(Cc2ccccc2C(F)(F)F)C1)C1CCOCC1 (stereo not given) | 33%[activator]
Cc1cc(=O)[nH]c2nnc(SCCC(C)C)n12 | -18%
CCCc1cc(C(=O)Nc2cnn(Cc3ccccc3C)c2)no1 | 10%
Cc1ccccc1CN1CCC2(CC1)OC(=O)N(Cc1ccc(O)cc1)C2(C)c1ccccc1 (stereo not given) | -25%
CCn1c(C2CCCN(CC(C)(C)CN3CCOCC3)C2)nn(C)c1=O (stereo not given) | -7%
COc1cc(NC(=O)CCC2CCN(C(=O)c3ccccc3F)CC2)cc(OC)c1 | -15%
O=C(CN1C(=O)c2cccnc2Oc2ccc(Cl)cc21)Nc1cccc(C(F)(F)F)c1 | -14%
CC(C)N1C(=O)C2(CCCC2)C1C(=O)N(C)Cc1cccnc1 (stereo not given) | -4%
COc1ccccc1CN1CCc2nc(C(=O)NCc3cccc(F)c3)oc2CC1 | -16%[86.2 µM]

An excerpt of these results, with the structure last:
KDM5B inhibitor,molecule
18%,O=C(NN1CCOCC1)c1ccn(COc2cccc(Cl)c2Cl)n1
-15%,CC1=C/C(=C(/c2cc(C)c(O)c(Br)c2)c2ccccc2S(=O)(=O)O)C=C(Br)C1=O

The list continues:
SMILES | KDM5B inhibitor
CCCc1nc(NCc2c(F)ccc(OC)c2F)c2cnn(C)c2n1 | -16%
CCCN(C(=O)c1c(C)oc2ncn(CC(C)C)c(=O)c12)c1ccccc1C | -12%
CCOC(=O)c1[nH]c(C)c(C(=O)OCC(=O)OC)c1C | 14%
Cc1noc(C)c1S(=O)(=O)N1C[C@@H](C(N)=O)[C@H](C2CCN(C)CC2)C1 | 6%
CCN(CC)c1ccc(-c2nn3c(-c4ccccc4C)nnc3s2)cc1 | ?
O=C(CN1CCN(c2ccc(C(F)(F)F)cn2)CC1)NC1CC1 | -29%
CC1=C(C(=O)Nc2ccccc2)C(c2ccc(C(=O)O)cc2)n2ncnc2N1 (stereo not given) | 4%&-19%
Cc1ccc(CNC(=O)c2nnn(CC(=O)Nc3cc(C)ccc3C)c2N)cc1 | -7%
COc1ccc(CCNc2ncnc3c2CN(C2CCCNCC2)C(=O)CN3C)cc1 (stereo not given) | ?
Cc1c(-c2ccc(F)cc2)[nH]c2ccc(CNC(=O)CCN3CCCO3)cc12 | 32µM*
CCc1nnc2ccc(NCc3ccccc3)nn12 | ?
CC1(c2ccccc2)N(Cc2cccnc2)C(=O)OC12CCN(C(=O)Cc1ccc3c(c1)OCO3)CC2 (stereo not given) | 8%
Cc1ccc(C(=O)C2CCCCC2)cc1 | 21%
C=CCSc1nnc(CNS(=O)(=O)c2ccc(C)cc2)n1C | 7%
Cc1ccc(-c2noc(-c3ccco3)n2)cc1 | -1%
CCOC(=O)C1CCN(C(=O)Cn2nc(C)n3c(cc4sccc43)c2=O)CC1 | -16%
Cc1cc(C)cc(NC(=O)c2cnc3sc(N4CCCC4)nn3c2=O)c1 | 0%
COCCCNC(=O)[C@H](CSCc1ccccc1)N1Cc2ccccc2C1=O | 12%

Molecules listed so far with a Cl atom, in the order listed:
SMILES | KDM5B inhibitor
COc1cccc(-c2nc(CS(=O)(=O)CC(=O)NCc3ccccc3Cl)c(C)o2)c1 | -2%
O=S(=O)(Nc1cc(Cl)ccc1-n1cncn1)c1ccc(F)cc1 | 1%
Cc1oc2ccc(O)c(CN(C)Cc3ccccc3)c2c1C(=O)Nc1cccc(Cl)c1C | ?
Cc1c(Cl)cccc1NC(=O)CSc1nc(=O)[nH]c2c1CCCC2 | -17%
O=C(Cn1ccc2cc(S(=O)(=O)N3CCCCCC3)ccc21)NCc1ccccc1Cl | -40%
CCOC(=O)c1ccc(NC(=O)c2nc(SCc3ccc(F)cc3)ncc2Cl)cc1 | -42%
COc1ccc(-n2ccnc(NCc3ccccc3Cl)c2=O)cc1OC | -12%
Cc1noc(-c2cn(C3CCCN(C(=O)c4cccc(Cl)c4)C3)nn2)n1 (stereo not given) | -9%
CCOC(=O)c1ccc(NC(=O)CCCc2nc(-c3ccccc3Cl)no2)cc1 | -23%
O=C(NN1CCOCC1)c1ccn(COc2cccc(Cl)c2Cl)n1 | 18%
CC(C)CCN1CCC2(CC1)CC(=O)c1ccc(Cl)cc1O2 | ?
CN(C)N1C(=O)CC(c2c(F)cccc2Cl)C2=C1CC(C)(C)CC2=O (stereo not given) | 11%
O=C(Cn1cc(/C=C2\NC(=O)N(Cc3ccccc3Cl)C2=O)c2ccccc21)N1CCOCC1 | 10%
O=C(CN1C(=O)c2cccnc2Oc2ccc(Cl)cc21)Nc1cccc(C(F)(F)F)c1 | -14%
